NF-kB expr up = raises NF-kB expression in human neuronal cells. NF-kB reporter expression; hits give high values. fold change at 12.5 µM. 1.6% of 190,000 active; in the data active = fold change above about 3.3
STAT1 activator = activators of IFN-gamma induced STAT1 signaling; NIH 3T3 STAT1-luciferase reporter, luminescence; 100% = IFN-gamma alone, no compound; activation (% of control), % at 5.5 µM; 2.6% of 200,000 active;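 active = activation above the screen-wide mean activation plus 3 SD, cut at about 130% in these data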;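 note: raw ratio to IFN-gamma control signal so 100% means no change and 0% no light; values of inactives mirror those of a sister screen read the other way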
Efa HMGR inh = blocks class II HMG-CoA reductase of Enterococcus faecalis; purified E. faecalis HMGR, NADPH absorbance 340 nm kinetic; inhibition, % at 10 µM; 0.41% of 190,000 active;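 active = inhibition above a set limit, the median over all tested compounds plus 3 SD, cut at about 9.5% in these data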;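 note: enzyme runs in reverse so mevalonate oxidation gives rising NADPH absorbance; 0% = complete reaction with DMSO and 100% = background rate lacking mevalonate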
FLuc inhib CS = inhibits firefly luciferase, flagging false hits in luciferase inhibition screens; P08659; ATPLite firefly luciferase biochemical luminescence, 10 min; inhibition, % at 10 µM; 1.5% of 200,000 active;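 active = inhibition above about 50% when tested at 10 µM, limit read from the data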
Target sequence (P08659 whole entry, looked up): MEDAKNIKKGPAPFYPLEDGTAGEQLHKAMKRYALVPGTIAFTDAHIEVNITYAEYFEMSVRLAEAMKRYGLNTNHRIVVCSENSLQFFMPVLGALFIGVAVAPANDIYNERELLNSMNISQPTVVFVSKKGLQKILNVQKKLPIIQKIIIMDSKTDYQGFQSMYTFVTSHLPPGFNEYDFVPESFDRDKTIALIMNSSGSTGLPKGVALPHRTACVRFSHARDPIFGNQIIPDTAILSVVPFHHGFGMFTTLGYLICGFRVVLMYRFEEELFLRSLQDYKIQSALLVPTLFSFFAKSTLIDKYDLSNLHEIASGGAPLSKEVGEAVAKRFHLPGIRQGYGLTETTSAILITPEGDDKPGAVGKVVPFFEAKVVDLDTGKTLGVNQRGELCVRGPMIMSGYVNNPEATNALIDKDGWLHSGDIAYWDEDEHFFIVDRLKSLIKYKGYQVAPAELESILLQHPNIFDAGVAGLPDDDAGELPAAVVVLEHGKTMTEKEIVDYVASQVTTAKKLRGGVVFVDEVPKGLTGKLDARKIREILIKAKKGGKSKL
APP 5'UTR act = activates APP 5'UTR luciferase reporter | AID 1276 | activation, % at 2 µM | SH-SY5Y APP 5'UTR luciferase reporter, luminescence; zero percent = DMSO vehicle wells | 1% of 190,000 active;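 active = activation above a set limit, based on mean plus 3 SD of controls, cut at about 140% in these data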; note: values of inactives mirror those of a sister screen read the other way
G6PDH CS = inhibits Leuconostoc G6PDH, flagging false hits in G6PDH-based assays; Purified L. mesenteroides G6PDH, diaphorase/resazurin coupled fluorescence, 45 min; 0.12% of 200,000 active; inhibition, % at 5 µM; AID 1020; in the data active = inhibition above about 50%
Redox H2O2 prof = compounds producing H2O2 with reducing agent – biochemical, NIH compound library profiling, artefact control for MLSCN library redox annotation, primary screen | activation, % at 10 µM | DTT-dependent redox cycling H2O2, phenol red/HRP absorbance; 100% = 100 µM peroxide control, 0% = buffer | 0.03% of 200,000 active;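 active = activation of at least 50% relative to the plate's high and low controls in the primary single-dose screen; inactive = activation below 50%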;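 note: compound incubated with DTT at 0.8 mM final as the reducing agent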
APP 5UTR inh = APP translation inhibition; inhibition, % at 2 µM; 0.82% of 190,000 active; AID 1285; SH-SY5Y APP 5'UTR-luciferase reporter, luminescence;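 active = inhibition above a set limit, derived from the sample mean plus 3 SD, cut at about 45% in these data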; note: values of inactives mirror those of a sister screen read the other way
Hsp70 activator = transcriptional activators of Hsp70. HeLa Hsp70 promoter luciferase reporter, luminescence; scaled: vehicle 0, proteasome-inhibitor control 100%. 0.04% of 200,000 active. activation, % at 10 µM. AID 1203;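 active = activation above the mean across all tested compounds plus 3 SD, cutoff set per campaign, cut at about 5.5% in these data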;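 note: 100% = MG132 at 30 µM as the positive control and 0% = DMSO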
FLuc stim CS = firefly luciferase counter-screen for stimulation assays. P08659. ATPlite luciferase biochemical, luminescence, 10 min; 0 = ATP-free wells, 1 = DMSO control. activation factor at 10 µM. 200,000 tested, under 10 active;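 active = luciferase activation factor, scaled between plate controls, of at least 2 with compound at 10 µM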
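Assay system: Luciferase/luciferin reagent mix; Medium: PBS as buffer for the ATP substrate; Dosing: test compounds dosed from 2 mM stocks in 100% DMSO; Times: 10 min, room temperature; Signal: luminescence from luciferase reaction; Read-out: luciferase activation; Controls: No-ATP low control, compound-free enzyme-plus-ATP high control.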
* hit, by the source's call; . = no result given.

Preview, 2 compounds:
SMILES | NF-kB expr up | STAT1 activator | Efa HMGR inh | FLuc inhib CS | APP 5'UTR act | G6PDH CS | Redox H2O2 prof | APP 5UTR inh | Hsp70 activator | FLuc stim CS
C/C(Cn1nnc2ccccc21)=N\NC(=O)c1ccc(Br)cc1 | 1.1 | 98 | -2 | -1 | 4 | 1 | -1.2 | -4 | 0.0 | 1
Cc1ccc2c(COC(=O)CNC(=O)c3ccccc3)cc(=O)oc2c1 | 1.1 | 106 | -4 | -9 | 19 | -17 | -0.3 | -19 | -0.3 | 1.1

Results, from the start:
SMILES | NF-kB expr up | STAT1 activator | Efa HMGR inh | FLuc inhib CS | APP 5'UTR act | G6PDH CS | Redox H2O2 prof | APP 5UTR inh | Hsp70 activator | FLuc stim CS
C/C(Cn1nnc2ccccc21)=N\NC(=O)c1ccc(Br)cc1 | 1.1 | 98 | -2 | -1 | 4 | 1 | -1.2 | -4 | 0.0 | 1
Cc1ccc2c(COC(=O)CNC(=O)c3ccccc3)cc(=O)oc2c1 | 1.1 | 106 | -4 | -9 | 19 | -17 | -0.3 | -19 | -0.3 | 1.1
O=C(COc1ccc(NC(=O)c2ccccc2[N+](=O)[O-])cc1)c1ccc(F)cc1 | 1.1 | 98 | -5 | -3 | 3 | 9 | -1.1 | -3 | 0.6 | 1
C=C(C)C1CC=C(C)/C(=N/NC(=O)c2ccccc2[N+](=O)[O-])C1 (stereo unspecified) | 1.1 | 87 | 0 | -11 | 14 | 1 | -0.1 | -14 | -0.2 | 1.1
Cc1cc(Cl)ccc1NC(=O)CSc1nnc(Cc2cccs2)n1Cc1ccco1 | 0.8 | 94 | 6 | -1 | -5 | -24 | 1.7 | 5 | -0.2 | 1
COc1ccc(/C(N)=N/OC(=O)CSc2ccccc2)cc1OC | 2.8 | 145* | -7 | -6 | 42 | 26 | 0.2 | -42 | -0.1 | 1.1
Cc1ccc(NC(=O)c2ccccc2OCC(=O)c2ccc(F)cc2)cc1 | 0.99 | 105 | -5 | -2 | 0 | -2 | 0.2 | 0 | -0.2 | 1
Cc1ccccc1NC(=S)N(CCc1c(C)[nH]c2ccc(F)cc12)Cc1cccnc1 | 0.99 | 100 | -7 | -5 | -10 | -1 | -0.8 | 10 | -0.1 | 1
Cn1c(C(=O)N2CCCC(C(=O)NCCN3CCOCC3)C2)cc2sccc21 (stereo unspecified) | 1.4 | 102 | -4 | 5 | 10 | -3 | 0.3 | -10 | -0.3 | 0.9
Cc1sc(N/N=C/C=C/c2ccccc2)nc1-c1ccccc1 | 0.99 | 94 | 0 | -7 | 34 | 1 | -8.4 | -34 | -0.2 | 1.1
Cc1ccc(C(=O)/C=C/c2ccc(-c3ccc(C)cc3)o2)cc1 | 1.3 | 110 | -2 | 9 | -10 | 4 | 0.7 | 10 | -0.1 | 0.9
COc1ccc(C2C(C(=O)N3CCN(c4ccc(OC)cc4)CC3)c3ccccc3C(=O)N2C)cc1 (stereo unspecified) | 0.64 | 93 | -4 | -7 | -1 | 5 | 1.2 | 1 | 0.1 | 1.1
COc1cc(/C=N/Nc2ccc3ccccc3c2)ccc1OC(=O)c1ccco1 | 1.5 | 95 | -11 | 0 | 16 | -41 | 1.7 | -16 | -0.4 | 1
CC(=O)n1cc([C@H]2C=C(C(=O)NCc3ccccc3)O[C@@H](OCCCCO)C2)c2ccccc21 | 0.81 | 99 | -4 | -6 | 6 | 13 | -0.6 | -6 | -0.2 | 1.1
Cc1cc(NC(=O)CSc2nnc(C)n2-c2ccccc2)no1 | 0.85 | 99 | -1 | -8 | -4 | 4 | -0.4 | 4 | 0.0 | 1.1
CSC1=NCCN1C(=O)c1ccc(Br)o1 | 1.3 | 103 | -3 | 5 | 18 | 5 | -0.8 | -18 | 0.8 | 0.9
COC(=O)c1nn(-c2ccccc2)c(Sc2ccc(Cl)cc2)c1/C=N/O | 1.2 | 102 | 1 | -4 | -4 | 4 | -3.4 | 4 | 0.2 | 1
CCN(CC)CCCNC(=O)Cn1ncn2cccc2c1=O | 1 | 100 | -6 | -7 | 15 | 8 | 0.4 | -15 | -0.2 | 1.1
O=C(c1ccc(S(=O)(=O)N2CCCCC2)cc1)N1CCCc2ccccc21 | 0.72 | 102 | 4 | -4 | -2 | -5 | -0.4 | 2 | -0.7 | 1
O=C(N/N=C/c1ccc(Br)cc1)c1cc[n+](Cc2ccccc2)cc1 | 1.2 | 104 | -1 | -1 | 0 | -13 | 0.3 | 0 | -0.4 | 1
Cc1ccc(S(=O)(=O)Nc2ccccc2C(N)=O)cc1 | 1 | 111 | -6 | -3 | -3 | 2 | -0.1 | 3 | -0.3 | 1
N=C1SCC(=O)N1c1ncc(Cc2ccccc2Cl)s1 | 1.4 | 109 | -3 | -7 | -2 | 5 | -0.5 | 2 | -0.2 | 1.1
O=C(O)c1cc(-c2ccccc2)nc2nc(N3CCCCC3)sc12 | 1.1 | 120 | 0 | 9 | 12 | -3 | 0.1 | -12 | -0.4 | 0.9
COc1ccc(N2CCN(C(=O)c3ccccc3Br)CC2)c([N+](=O)[O-])c1 | 0.96 | 102 | 1 | 3 | -16 | 10 | -0.4 | 16 | -0.1 | 1
CCCSc1nc2c(c(=O)[nH]c(=O)n2C)n1C | 1.2 | 105 | -5 | 0 | 0 | 6 | -1.2 | 0 | 0.2 | 1
CC(C)Cn1c(N)c(C(=O)COC(=O)c2ccncc2)c(=O)n(C)c1=O | 0.71 | 87 | 1 | -9 | -12 | 8 | -1.0 | 12 | 0.2 | 1.1
O=C(NCc1ccco1)c1cc(-c2ccccn2)nc2ccccc12 | 0.95 | 104 | 2 | -5 | -17 | -2 | 0.6 | 17 | -0.3 | 1
Cc1oc2nc(SCC(=O)NC3CCCCC3)nc(N)c2c1C | . | 101 | . | . | -1 | . | 0.2 | 1 | 2.6 | .
CCOc1ccccc1N(C(=O)c1snc(C(N)=O)c1N)C(C(=O)NCCC(C)C)c1ccco1 (stereo unspecified) | 0.73 | 92 | 3 | -10 | 12 | 9 | 0.0 | -12 | -0.2 | 1.1
Cc1sc2ncn3ncnc3c2c1C | 0.78 | 100 | 0 | -1 | 15 | 3 | 3.1 | -16 | -0.5 | 1
CCCn1c(-c2ccc[nH]c2=O)nc2ccccc21 | . | 99 | 6 | -1 | -5 | 10 | -0.6 | 5 | 0.0 | 1
C/C(=N\NC(=O)Cc1cccn1C)c1cccs1 | 1.1 | 104 | -6 | -2 | -7 | -1 | -0.5 | 7 | -0.1 | 1
Cc1sc2nc(C(C)C)nc(SCC(=O)NCc3ccco3)c2c1C | 0.56 | 100 | -1 | -10 | 4 | 8 | 1.1 | -4 | -0.2 | 1.1
Cc1c(Nc2nc3ccccc3nc2NS(=O)(=O)c2cccc(Cl)c2)c(=O)n(-c2ccccc2)n1C | 1 | 105 | -4 | -2 | -7 | 0 | 0.6 | 7 | 0.0 | 1
Cc1nc(NC(=O)/C=C/c2ccccc2)sc1C(=O)Nc1cccc(Cl)c1 | 1.1 | 96 | -2 | -6 | 8 | -1 | 0.1 | -8 | -0.3 | 1.1
CC(=O)NC(c1ccc([N+](=O)[O-])cc1)c1c(O)ccc2ccccc12 (stereo unspecified) | 0.74 | 97 | 1 | -8 | -1 | 12 | -0.2 | 1 | -0.3 | 1.1
N=c1c2ccccc2nnn1-c1cccc(C(F)(F)F)c1 | 1.1 | 105 | 4 | 8 | 5 | 9 | -0.2 | -5 | -0.1 | 0.9
O=C(COc1ccccc1F)N1CCc2ccccc2C1 | 1.6 | 116 | -5 | -5 | 13 | 3 | 0.1 | -13 | -0.2 | 1
COc1ccc(CCN=C(NS(=O)(=O)c2ccc(Cl)cc2)c2ccccc2)cc1 | 0.9 | 96 | -3 | -7 | 11 | 5 | -0.8 | -11 | 0.0 | 1.1
CC(=O)NS(=O)(=O)c1ccc(NC(=O)c2ccc(-n3nc(C)cc3C)cc2)cc1 | 1.2 | 98 | 2 | -3 | -9 | 6 | -2.5 | 9 | -0.1 | 1
Cc1cc(C)nc(N2CCCC(C(=O)Nc3nc4ccc(S(C)(=O)=O)cc4s3)C2)n1 (stereo unspecified) | 0.43 | 101 | -1 | -10 | -8 | -19 | -3.2 | 8 | -0.2 | 1.1
CC(C)C(NS(=O)(=O)c1cccs1)C(=O)N(C)Cc1ccccc1 (stereo unspecified) | 0.99 | 100 | -2 | -4 | 16 | 9 | 0.1 | -16 | -0.1 | 1
CC(=O)Nc1ccc(S(=O)(=O)Nc2ccc(F)c([N+](=O)[O-])c2)cc1 | 0.98 | 92 | -1 | -4 | 8 | 1 | -0.9 | -8 | -0.1 | 1
Cc1cc(C)nc(Nc2ccccc2Br)n1 | 1 | 104 | -4 | 0 | -2 | 0 | 1.8 | 2 | -0.2 | 1
COc1ccc2cc(C#N)c(Cl)nc2c1 | . | 112 | -1 | -4 | -11 | 9 | -0.3 | 11 | -0.1 | 1
Cc1cc(C(=O)CSc2nnc(-c3ccco3)o2)c(C)n1Cc1ccco1 | 1.2 | 100 | -1 | -7 | 12 | 0 | -1.2 | -12 | -0.2 | 1.1
CC(C(=O)NCc1ccccc1)N(CCN1CCOCC1)C(=O)c1snc(C(N)=O)c1N (stereo unspecified) | . | 98 | . | -4 | 1 | 7 | 1.6 | -1 | -0.3 | 1
O=C(CO/N=C/c1cccc([N+](=O)[O-])c1)NC1CCCCCC1 | 1 | 100 | 3 | -5 | 11 | 3 | 0.7 | -11 | -0.6 | 1
O=C(N/N=C/c1ccc(O)cc1)/C(=C/c1ccccc1)CCO | 1.2 | 100 | -10 | 20 | 7 | -2 | 0.4 | -7 | -0.2 | 0.8
CCCC1(C(=O)OC)NC(c2cccc(F)c2)C2C(=O)N(CC)C(=O)C21 (stereo unspecified) | 1.1 | 101 | -1 | -4 | 8 | 1 | -0.4 | -8 | -0.1 | 1
CCN(CC(=O)NCc1cccs1)S(=O)(=O)c1cccc(C(C)=O)c1 | 1 | 103 | -4 | -11 | 8 | -6 | 1.9 | -8 | -0.2 | 1.1

Quoted at random: four compounds from above, in no set order.
SMILES | NF-kB expr up | STAT1 activator | Efa HMGR inh | FLuc inhib CS | APP 5'UTR act | G6PDH CS | Redox H2O2 prof | APP 5UTR inh | Hsp70 activator | FLuc stim CS
CCOc1ccccc1N(C(=O)c1snc(C(N)=O)c1N)C(C(=O)NCCC(C)C)c1ccco1 (stereo unspecified) | 0.73 | 92 | 3 | -10 | 12 | 9 | 0.0 | -12 | -0.2 | 1.1
Cc1ccc(NC(=O)c2ccccc2OCC(=O)c2ccc(F)cc2)cc1 | 0.99 | 105 | -5 | -2 | 0 | -2 | 0.2 | 0 | -0.2 | 1
COc1ccc(C2C(C(=O)N3CCN(c4ccc(OC)cc4)CC3)c3ccccc3C(=O)N2C)cc1 (stereo unspecified) | 0.64 | 93 | -4 | -7 | -1 | 5 | 1.2 | 1 | 0.1 | 1.1
CCN(CC)CCCNC(=O)Cn1ncn2cccc2c1=O | 1 | 100 | -6 | -7 | 15 | 8 | 0.4 | -15 | -0.2 | 1.1

Bioassay records as filed in PubChem.
